JMJD2C inh – inhibitors of GASC-1 histone demethylase, primary screen, biochemical, fluorescence, DELFIA europium; GST-JMJD2C(1-420) H3K9me3 demethylation; inhibition, % at 2.35 µM; 330,000 compounds, 0.069% hits;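 active means more than half of a compound's replicate wells show inhibition beyond 50%, single wells judged on their own value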;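 further: signal counts dimethyl H3K9 product captured on neutravidin plate; 0% = median of DMSO wells and 100% = 0.3 times that DMSO median; strong numbers were not always called active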
PP5 inh – PP5 phosphatase inhibitors, primary screen, biochemical, fluorescence. 320,000 compounds, 0.18% hits. AID 1987, 2009. Serine/threonine-protein phosphatase 5 (Homo sapiens), P53041. purified PP5c, OMFP substrate fluorescence. inhibition, % at 6.7 µM;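 active means inhibition above the campaign's mean inhibition across all tested compounds plus 3 SD, cut at about 9.5% in these data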;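 further: 0% = DMSO only and 100% = 100 µM cantharidin control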
Target sequence (P53041 whole entry, looked up): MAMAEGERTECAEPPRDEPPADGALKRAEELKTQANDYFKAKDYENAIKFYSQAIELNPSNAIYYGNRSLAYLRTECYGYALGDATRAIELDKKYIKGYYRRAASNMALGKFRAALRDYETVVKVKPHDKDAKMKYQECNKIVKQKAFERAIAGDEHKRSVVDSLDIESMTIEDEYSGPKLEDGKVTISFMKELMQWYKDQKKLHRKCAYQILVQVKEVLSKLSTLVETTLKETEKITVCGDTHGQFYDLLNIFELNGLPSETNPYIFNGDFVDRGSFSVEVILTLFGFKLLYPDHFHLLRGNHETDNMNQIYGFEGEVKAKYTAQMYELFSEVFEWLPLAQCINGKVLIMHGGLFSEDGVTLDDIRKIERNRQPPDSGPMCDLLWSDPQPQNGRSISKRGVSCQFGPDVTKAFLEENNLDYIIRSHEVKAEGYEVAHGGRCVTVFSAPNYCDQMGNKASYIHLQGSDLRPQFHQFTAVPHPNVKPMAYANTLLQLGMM
Fh CTSL1 inh – Fasciola hepatica cathepsin L1 inhibitors, primary screen, counter-screen for PFM18AAP inhibitor project, biochemical, QFRET, fluorogenic peptide substrate. recombinant F. hepatica cathepsin L1, Z-Leu-Arg-MCA fluorescence. inhibition, % at 5.96 µM. 300,000 compounds, 0.49% hits;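 active means inhibition above the mean of all tested compounds plus 3 SD, set per screening campaign, cut at about 17% in these data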;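 further: 0% = plate median of test compound wells and 100% = 1 µM Z-Phe-Ala-diazomethylketone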
PP1 counter – PP1-alpha phosphatase inhibitors, primary screen, counter-screen for PP5 inhibitor project, biochemical, fluorescence, OMFP substrate, single point | Serine/threonine-protein phosphatase PP1-alpha catalytic subunit (Homo sapiens), P62136 | purified PP1alpha | inhibition, % at 6.7 µM | 320,000 compounds, 0.9% hits;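 active means inhibition above the mean inhibition of all tested compounds plus 3 SD, computed separately for each screening campaign, cut at about 15% in these data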
HCV core dimer – inhibitors of HCV core protein dimerization, primary screen, biochemical, TR-FRET, high-throughput; inhibition, % at 5 µM; 300,000 compounds, 0.33% hits; AID 1899, 2009; TR-FRET GST/Flag-core106 dimerization, 1536-well;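 active means inhibition above the mean of all tested compounds plus 3 SD, set per screening campaign, cut at about 45% in these data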
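Material: GST/Flag-tagged HCV core106 proteins. Incubation: 4 h, 22.5 °C incubation. Read-out basis: inhibition (%) from 671 over 617 nm ratio. Measured by: TR-FRET, excitation 340 nm, emission 617 and 671 nm.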
procasp3 activ – activators of human procaspase-3 D3A mutant, primary screen, biochemical, absorbance, PC-3 D3A mutant, single concentration | Caspase-3 (Homo sapiens), P42574 | recombinant procaspase-3 D3A, Ac-DEVD-pNA absorbance 405 nm | activation, % at 8.5 µM | 330,000 compounds, 0.11% hits | AID 463141, 2010;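 active means activation above the mean of all tested compounds plus 3 SD, cut at about 21% in these data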;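 further: 0% = DMSO alone and 100% = DMSO wells spiked with extra 5 µM PC-3 D3A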
Target sequence (P42574 whole entry D9A/D28A/D175A): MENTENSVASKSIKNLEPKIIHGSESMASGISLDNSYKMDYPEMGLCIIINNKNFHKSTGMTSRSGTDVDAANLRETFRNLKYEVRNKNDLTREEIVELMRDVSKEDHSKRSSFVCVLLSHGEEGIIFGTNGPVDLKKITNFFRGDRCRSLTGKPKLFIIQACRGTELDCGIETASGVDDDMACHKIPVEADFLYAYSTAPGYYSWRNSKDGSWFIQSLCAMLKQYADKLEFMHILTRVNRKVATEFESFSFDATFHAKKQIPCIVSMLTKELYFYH
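Compound: 8.5 µM single point, 0.8% DMSO / Material: Autoprocessing-dead procaspase-3 D3A mutant enzyme / Timing: 1 h preincubation plus 2 h reaction at 25 °C / Medium: Zinc-free HEPES/NaCl buffer with 0.01% Triton X-100 at pH 7.4 / Technique: 405 nm absorbance of p-nitroaniline, reads at 0 and 120 min / Repeats: one well per compound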
Efflux pump inh – inhibitors of Candida efflux pumps in yeast, primary screen, S. cerevisiae, Nile Red, multiplex. S. cerevisiae Candida pump triplex. inhibition, % at 10 µM. 330,000 compounds, 0.44% hits. AID 485275, 2010;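 active means plate passing quality check with inhibition over a set limit, or well fluorescence over plate mean plus 4 SD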;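 further: Nile Red retained in pooled yeast measured as flow cytometry median fluorescence; 0% = buffer negative control and 100% = Enniatin B positive control; higher means more Nile Red kept so more efflux inhibition; some compounds called inactive have numbers as strong as hits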
TPT1 inhibitor – Candida albicans TPT1 enzyme inhibitors, primary screen, biochemical, fluorescence polarization. tRNA 2'-phosphotransferase TPT1 (Candida albicans SC5314). recombinant caTPT1, FP RNA substrate dephosphorylation. inhibition, % at 5 µM. 300,000 compounds, 0.81% hits;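 active means inhibition above the mean of all tested compounds plus 3 SD, set per screening campaign, cut at about 24% in these data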;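 further: plate controls were DMSO alone for no effect and ferristatin control at 100 nM for full effect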
procasp7 counter – procaspase-7 activators, primary screen, counter-screen for procaspase-3 activator project, biochemical, absorbance, HTS, human; Caspase-7 (Homo sapiens), P55210; recombinant procaspase-7, Ac-DEVD-pNA absorbance 405 nm; D23A/D198A/D206A triple mutant, cannot self-cleave; scale: DMSO 0, 5 µM enzyme 100; activation, % at 8.5 µM; 330,000 compounds, 0.093% hits;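 active means percent activation above the screen-wide mean plus 3 SD, cut at about 25% in these data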
Target sequence (P55210 whole entry D23A/D198A/D206A): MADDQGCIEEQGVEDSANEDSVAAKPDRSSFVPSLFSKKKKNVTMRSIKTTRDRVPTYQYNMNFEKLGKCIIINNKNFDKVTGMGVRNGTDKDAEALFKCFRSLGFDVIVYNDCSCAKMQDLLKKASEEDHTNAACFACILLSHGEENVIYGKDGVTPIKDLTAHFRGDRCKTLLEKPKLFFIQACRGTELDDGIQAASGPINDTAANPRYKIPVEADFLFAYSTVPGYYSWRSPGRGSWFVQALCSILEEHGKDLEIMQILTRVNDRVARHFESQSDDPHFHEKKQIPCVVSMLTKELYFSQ
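Assay system – Uncleavable procaspase-7 mutant enzyme · Quantity – 2 µM procaspase-7 mutant as dispensed · Times – 1 h preincubation, 2 h reaction · Dosing – single nominal 8.5 µM compound dose, 0.8% DMSO final · Buffer or medium – Zinc-free 50 mM HEPES buffer, pH 7.4, with NaCl and Triton X-100 · Detection – Epi-absorbance of released pNA at 405 nm, two timepoints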
Starred values were filed as active, the others as inactive; . = not tested or not shown; & = joins results of further samples.

#	mol	JMJD2C inh	PP5 inh	Fh CTSL1 inh	PP1 counter	HCV core dimer	procasp3 activ	Efflux pump inh	TPT1 inhibitor	procasp7 counter
1	CN=C(c1ccco1)n1c(=S)nc(-c2ccco2)n(C)c1=S	-9	0.4	1	4	20	-32	-0.1	-11	-27
2	CC(C)CC(OC(=O)c1ccco1)C(=O)NC1CCCC1 (stereo not given)	-11	-1.7	-45	-1	-6	-6	0.6	-1	-6
3	COc1ccc(S(=O)(=O)NC2CCCC2)cc1Br	-9	-1.1	-1	1	-2	1	-0.1	0	12
4	CCOC(=O)N1C2=NC(C(=O)OC)=C(C(=O)OC)[C@@H]3N(Cc4ccccc4)c4ccccc4[C@]23C[C@H]1C(=O)OC	7	-1.0	0	5	8	4	-0.1	1	12
5	COc1ccc(C2c3c(ncn(CCCO)c3=N)Oc3ccc4ccccc4c32)cc1 (stereo not given)	9	1.6	-5	3	-2	-4	-0.1	-2	2
6	Cc1nnc(NC(=O)c2cccc(S(=O)(=O)N(C)c3cccc(Cl)c3)c2)s1	8	2.5	.	-2	.	2	0.0	.	-2
7	O=C(CSc1nc2ccccc2c(=O)[nH]1)Nc1ccc(C(=O)O)cc1	-2	-1.0	1	-1	-3	9	-0.1	1	11
8	CC(C)OP(=O)(OC(C)C)C(Nc1ccccc1)c1ccc2c(c1)OCO2 (stereo not given)	5	5.7	0	-1	-5	1	0.7	1	1
9	C=CCn1c(SCC(=O)N2N=C(c3ccco3)CC2c2ccco2)nnc1-c1ccncc1 (stereo not given)	-8	1.2	-3	2	-3	7	1.0	-1	0
10	O=C(NCCC1=CCCCC1)C(=O)NCCc1ccc(Cl)cc1	-2	-0.8	-2	-2	-1	1	0.0	-2	3
11	Cc1cc2nc(-c3ccc4c(c3)CCC4)ccn2n1	2	0.2	2	-1	1	0	0.2	2	-6
12	O=C(Nc1ccc2c(c1)CCC2)c1ccc(F)c(S(=O)(=O)N2CCOCC2)c1	-3	-1.3	1	-2	1	1	-0.1	0	5
13	CCCCn1c(=O)[nH]c(=O)c2c1nc(-c1cccc(OC)c1)n2C	-10	3.8	3	0	-2	14	0.2	-3	21
14	COc1ccc(NC(=O)C2CC(c3ccc(Cl)cc3)=NO2)cc1OC (stereo not given)	3	-5.7	5	-1	-5	0	0.0	-1	6
15	COc1ccccc1C(=O)OC(C)CN1CCN(C)CC1 (stereo not given)	6	2.7	2	1	2	15	-0.2	-3	6
16	Cc1ccc(C2(CC(=O)Nc3nccs3)CCOC(C(C)C)C2)cc1 (stereo not given)	-12	0.2	-1	1	-1	2	0.1	5	2
17	CC1(C)Oc2ccc3ccc(=O)oc3c2/C(=C/Nc2ccccn2)C1=O	7	0.1	4	0	7	4	-0.1	-3	1
18	CC(=O)n1cc(N(C(=O)CCl)c2ccc([N+](=O)[O-])cc2)c2ccccc21	10	-0.9	3	-2	11	-5	-0.1	0	6
19	S=C(N/N=C/c1ccc(Br)cc1)N1CCCCC1	-6	2.3	-1	2	3	1	0.0	0	-6
20	CCNC(=S)N/N=C(\C)c1cccc(OC)c1	28	-1.9	-2	0	1	-1	0.0	-3	1
21	COc1ccccc1/C=C/C=N/n1c(-c2ccc(F)cc2)n[nH]c1=S	-6	0.0	1	-3	14	-9	-0.1	-5	-5
22	CCn1c(SCC(=O)Nc2ccccc2)nnc1-c1cccs1	0	-1.5	-2	-3	-3	-7	0.1	-2	-4
23	O=P1(O)C=C(c2ccccc2)OC(c2ccccc2)=C1	-7	2.5	-3	-2	5	-21	0.2	-4	-16
24	CC(=O)Nc1ccc(-c2csc(NCc3ccco3)n2)cc1	1	-0.9	-1	-6	-14	1	0.0	4	-12
25	COc1ccccc1OCCC(=O)OCC(=O)c1[nH]c(C)c(C(C)=O)c1C	2	-2.5	-32	-3	-4	4	0.0	0	-13
26	CN(C)c1ccc(C(C(=O)NC2CCCC2)N(C(=O)c2csnn2)C2CC2)cc1 (stereo not given)	-3	1.1	-3	1	-2	-4	0.0	-1	5
27	COC(=O)c1ccc(C23CC4(C2)[C@H](CN(Cc2cccnc2)[C@@H]4c2ccccc2)C3c2ccc(Cl)nc2)cc1 (stereo not given in full)	3	3.2	1	10	17	8	0.1	2	4
28	CCN(CC)CCN1c2ccccc2Sc2ccc3ccccc3c21	-8	-1.5	-1	-2	-4	-12	-0.4	-1	-2
29	CCOc1ccc(NC(=O)CN(C)C(=O)C2CSC3(C)CCC(=O)N23)cc1OCC (stereo not given)	10	0.8	.	-4	.	0	0.1	.	13
30	COc1ccc([C@H]2CC(=O)C=C(c3ccc(OC(F)(F)F)cc3)C2)cc1OC	6	6.6	.	7	.	-5	0.3	.	-4

Reprinted at random: two records from the list
#	mol	JMJD2C inh	PP5 inh	Fh CTSL1 inh	PP1 counter	HCV core dimer	procasp3 activ	Efflux pump inh	TPT1 inhibitor	procasp7 counter
4	CCOC(=O)N1C2=NC(C(=O)OC)=C(C(=O)OC)[C@@H]3N(Cc4ccccc4)c4ccccc4[C@]23C[C@H]1C(=O)OC	7	-1.0	0	5	8	4	-0.1	1	12
15	COc1ccccc1C(=O)OC(C)CN1CCN(C)CC1 (stereo not given)	6	2.7	2	1	2	15	-0.2	-3	6

(further entries)
#	mol	JMJD2C inh	PP5 inh	Fh CTSL1 inh	PP1 counter	HCV core dimer	procasp3 activ	Efflux pump inh	TPT1 inhibitor	procasp7 counter
31	O=C1CCCN1c1ccc(C(=O)N(Cc2nnc(-c3ccc(Cl)cc3)o2)C2CC2)cc1	0	1.7	0	18*	-3	1	-0.1	1	-4
32	Cc1cc(Oc2ccc(-c3ccccc3)cc2)nc(N2CCOCC2)n1	1	0.7	-2	1	-3	-3	0.1	-2	9
33	O=C(Cn1cnc2scc(-c3ccc(F)cc3)c2c1=O)N1CCOCC1	-1	3.7	-2	-1	-4	-3	0.1	-9	-8
34	CCOC(=O)c1c(NC(=S)Nc2cccnc2)sc(C)c1C	-5	2.5	3	2	-3	-12	-0.1	1	-15
35	Cc1ccn2cc(-c3cccc(NS(C)(=O)=O)c3)nc2c1	24	0.6	-2	-2	-4	10	-0.1	-2	2
36	COc1ccc(NS(=O)(=O)c2ccc(OCC(=O)N3CCOCC3)cc2)cc1	-10	3.2	-2	0	-5	4	0.1	0	12
37	CCCCN(C)CCN1C(=O)C2C(C(=O)Nc3cccc(OC)c3)C3C=CC2(O3)C1C(=O)NC1CCCCC1C (stereo not given)	12	4.4	2	6	-4	1	0.0	1	1
38	COc1cccc(CN2CCNC(=O)C2CC(=O)N(C)C2CCOCC2)c1OC (stereo not given)	-10	2.1	3	1	1	5	-0.1	-2	1
39	Cc1cccc(C(=O)NCC(=O)NCCSc2ccc(Br)cc2)c1	-2	0.7	1	-5	3	-4	0.0	1	5
40	COc1ccc2cc1Oc1ccc(cc1)C[C@H]1c3cc(c(OC)cc3CCN1C)Oc1c(OC)c(OC)cc3c1[C@@H](C2)N(C)CC3	-18	0.8	.	2	.	-6	0.1	.	2
41	O=C(CSc1ccc(F)cc1)N1CCC(c2nc3ccccc3s2)CC1	2	1.8	4	4	0	-3	0.2	-2	9
42	CC1=C(c2ccc(C(C)C)cc2)S(=O)(=O)N=C1N1CCN(C(=O)c2ccco2)CC1	8	1.5	1	13	3	10	-0.5	3	9
43	Cc1cccnc1NC(=O)NC(=O)c1ccc(C(C)(C)C)s1	-1	2.6	-1	1	9	-1	0.2	3	6
44	CC(=O)Nc1cccc(OC(=O)c2ccoc2C)c1	-1	1.6	0	0	-3	2	0.0	-3	-5
45	O=C1CCC(C(=O)N2CCN(c3ccccc3Cl)CC2)CN1CC1CCCCC1 (stereo not given)	-4	3.1	-1	-4	0	-9	0.2	3	0
46	Cc1ccc(N2CC(C(=O)Nc3nnc(SCC(=O)NCC4CCCO4)s3)CC2=O)cc1C (stereo not given)	1	3.5	3	2	27	-3	0.0	2	2
47	O=C(NCCc1ccccc1)C(=O)NCC1OCCN1S(=O)(=O)c1ccc2c(c1)OCCO2 (stereo not given)	6	2.6	-4	5	2	4	0.0	0	-7
48	O=C(CCCCCCC(=O)Nc1ccccc1)NO	-7	0.3	0	0	3	4	0.0	0	0
49	Cc1cc(C)n2nc(SCC(=O)c3ccccc3)nc2n1	-6&6	-0.7	0	-4	-1	-4	0.1	4	-7
50	COc1ccc(/C=C/C(=O)NCC(=O)n2nc(C)cc2C)cc1	7	-0.8	1	-3	-1	-8	0.0	1	2
51	CCc1ccc(-c2cc(C)no2)cc1S(=O)(=O)N1CC(=O)Nc2ccccc21	-6	3.7	5	-4	-24	-1	-0.2	0	-1
52	O=S(=O)(c1cccc(NC(=S)N2CCN(c3cccc(Cl)c3)CC2)c1)C(F)F	2	3.8	3	4	8	-12	0.1	0	0
53	N#Cc1ccccc1OCC(=O)NNC(=O)CCC1CCCC1	-5	.	.	.	.	7	0.0	.	4
54	Cc1cc(O)c(NC(=S)NC(=O)c2ccc(-c3ccc(Cl)cc3)o2)cc1C	-14	1.5	13	4	22	-18	0.0	0	-28
55	COc1cc(NC(=O)c2nn(C)c3c2CS(=O)(=O)c2ccccc2-3)cc(OC)c1	9	1.1	2	-1	-2	-3	-0.2	-3	1
56	CCOC(=O)C12CNC(=O)C(C(=O)OCC)(CNC1=O)C2	16	-0.8	0	1	1	-2	0.1	-1	12
57	O=c1[nH]c2ccccc2c(=O)n1Cc1ccco1	3	3.6	-2	-1	-7	-2	0.3	-1	10
58	CC(=O)c1ccc(OCc2cc(C(=O)N3CCCCC3c3cccnc3)no2)cc1 (stereo not given)	1	2.1	-1	-4	4	6	0.1	2	-1
59	O=C1CC(O)(C(F)(F)F)Oc2c1ccc1ccccc21 (stereo not given)	-13	1.4	2	-2	8	-3	0.0	-1	-7
60	CN(C(=O)CSc1nnc2ccccn12)c1c(N)n(Cc2ccccc2)c(=O)[nH]c1=O	-1	-1.2	2	0	1	6	0.1	0	8
61	Nc1c(C(=O)NCc2ccc3c(c2)OCO3)nnn1Cc1ccc(Br)cc1	0	0.9	9	-3	-3	-2	-0.2	3	4
62	Cc1ccc(OCC(=O)Nc2ccc(NC(=O)c3ccccc3)cc2)cc1C	11	-0.9	-1	6	15	2	0.0	-2	3

Screening data: PubChem BioAssay, several laboratories
